TNAP inh noacc: human TNAP enzyme inhibitors, primary screen, biochemical, luminescent, no phosphate acceptor, uHTS | inhibition, % at 20 µM | AID 1012, 2008 | Alkaline phosphatase, tissue-nonspecific isozyme (Homo sapiens), P05186 | 0.26% of 200,000 active | purified TNAP, CDP-star luminescence, 30 min;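 active means tissue-nonspecific alkaline phosphatase inhibition above about 50% at 20 µM in the single-dose screen, limit read from the data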;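 further: 0% = DMSO negative control and 100% = EDTA positive control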
Diaphorase act: compounds boosting diaphorase resazurin reduction – biochemical, uHTS, resorufin fluorescence, counter-screen for diaphorase-coupled primary assays, primary screen | Diaphorase/resazurin coupled assay, 16 min; stronger effect = higher value; 1 = vehicle wells, 0 = NADH-free wells | 0.005% of 190,000 active | activation factor at 20 µM | AID 1229, 2008;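 active means diaphorase activity raised at least twofold by the compound at 20 µM; inactive means activation factor below 2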
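Material: Purified diaphorase enzyme from Clostridium kluyveri | Buffer or medium: 50 mM HEPES pH 7.4 with 4.542 mM MgCl2, 0.005% Tween 20 | Times: 16 min enzyme reaction, ambient temperature | Signal: Red resorufin fluorescence at 544/590 nm excitation/emission | Measure: Increased resorufin signal from activators or reducing compounds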
G6PDH counter: L. mesenteroides G6PDH inhibitors, counter-screen for G6PDH-coupled screening assays, biochemical, Leuconostoc mesenteroides enzyme; glucose-6-phosphate dehydrogenase [Leuconostoc mesenteroides]; Purified L. mesenteroides G6PDH, diaphorase/resazurin coupled fluorescence, 45 min; inhibition, % at 5 µM; 0.12% of 200,000 active; AID 1020, 2008; in the data active means inhibition above about 50%
Diaph inh CS: diaphorase inhibitors and chemical oxidizers, primary screen, counter-screen for diaphorase-coupled primary assays, biochemical, uHTS, resorufin fluorescence; diaphorase resazurin-to-resorufin fluorescence, NADH, 16 min; bacterial (C. kluyveri) enzyme, not human; inhibition, % at 20 µM; 0.69% of 190,000 active;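 active means primary screen inhibition at 20 µM above a set limit, cut at about 50% in these data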;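 further: plate controls were DMSO with full reaction for no effect and wells lacking NADH for full effect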
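Assay system: diaphorase enzyme from Clostridium kluyveri. Quantity: enzyme working solution with 0.14 U/mL diaphorase. Schedule: reaction incubation of 16 min at room temperature. Technique: resorufin fluorescence, excitation 544 nm, emission 590 nm. Controls: No-NADH positive control and DMSO neutral control.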
FLuc act counter: FLuc activators, initial screening, artefact control for FLuc-dependent activation tests, biochemical, ATPlite luminescence; AID 1027, 2008; Luciferin 4-monooxygenase (Photinus pyralis), P08659; ATPlite luciferase biochemical, 10 min; 0 = ATP-free wells, 1 = DMSO control; activation factor at 10 µM; 200,000 tested, under 10 active;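 active means luciferase activation factor, scaled between plate controls, of at least 2 with compound at 10 µM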
Target sequence (P08659 whole entry, looked up): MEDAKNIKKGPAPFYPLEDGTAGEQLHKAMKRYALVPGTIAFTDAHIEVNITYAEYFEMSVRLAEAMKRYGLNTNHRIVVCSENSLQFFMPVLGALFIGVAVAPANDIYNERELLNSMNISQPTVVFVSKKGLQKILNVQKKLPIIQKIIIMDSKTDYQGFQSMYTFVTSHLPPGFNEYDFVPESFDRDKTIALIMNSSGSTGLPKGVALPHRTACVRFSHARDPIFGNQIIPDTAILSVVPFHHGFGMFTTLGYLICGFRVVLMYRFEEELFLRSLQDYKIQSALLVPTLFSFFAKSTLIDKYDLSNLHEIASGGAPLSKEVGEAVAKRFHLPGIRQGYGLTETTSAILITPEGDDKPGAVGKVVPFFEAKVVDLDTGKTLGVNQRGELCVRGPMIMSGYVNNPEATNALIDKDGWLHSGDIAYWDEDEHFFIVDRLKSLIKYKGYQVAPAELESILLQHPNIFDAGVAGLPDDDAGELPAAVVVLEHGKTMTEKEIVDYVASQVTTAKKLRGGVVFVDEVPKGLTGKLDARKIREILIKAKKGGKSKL
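assay system = Luciferase/luciferin detection reagent, cell-free biochemical luciferase assay | also added = ATP substrate | times = 10 min post-reagent at room temperature | measured by = luminescence from luciferase reaction | measure = luciferase activation, seen as luminescence increase over controls | benchmarks = low control with PBS replacing ATP, high control enzyme plus ATP without compound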
TNAP inh hiacc: human TNAP enzyme inhibitors, primary screen, biochemical, luminescent, high phosphate acceptor level, uHTS. Alkaline phosphatase, tissue-nonspecific isozyme (Homo sapiens), P05186. purified TNAP, CDP-star luminescence, 1 M DEA. inhibition, % at 20 µM. 0.03% of 200,000 active. AID 1135, 2008;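 active means over 50% inhibition of tissue-nonspecific alkaline phosphatase at 20 µM in the single-dose screen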;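 further: plate controls were DMSO wells for no effect and EDTA-quenched wells as full inhibition for full effect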
PMI activator: activators of human PMI, primary screen, biochemical, fluorescence intensity, near-Km mannose 6-phosphate. Mannose-6-phosphate isomerase (Homo sapiens), P34949. purified human PMI, coupled resazurin fluorescence, 20 min; stronger effect = higher value; 1 = vehicle control, 0 substrate-free wells. activation factor at 20 µM. 0.005% of 190,000 active. AID 1214, 2008;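 active means activation factor of 2 or more at 20 µM, relative to plate controls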
Target sequence (P34949 whole entry, looked up): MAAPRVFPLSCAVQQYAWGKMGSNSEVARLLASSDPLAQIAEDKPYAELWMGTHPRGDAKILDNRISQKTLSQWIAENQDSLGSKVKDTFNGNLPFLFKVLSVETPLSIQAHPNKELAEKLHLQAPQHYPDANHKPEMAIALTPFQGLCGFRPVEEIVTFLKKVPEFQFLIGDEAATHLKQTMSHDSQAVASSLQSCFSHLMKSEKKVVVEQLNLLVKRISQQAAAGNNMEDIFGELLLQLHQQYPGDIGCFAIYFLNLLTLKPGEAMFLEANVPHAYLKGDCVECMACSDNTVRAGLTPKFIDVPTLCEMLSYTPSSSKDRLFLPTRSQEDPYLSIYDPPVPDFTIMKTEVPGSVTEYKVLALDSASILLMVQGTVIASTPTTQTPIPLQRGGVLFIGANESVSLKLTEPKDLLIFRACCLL
Efa HMGR inh: inhibitors of E. faecalis class II HMGR, primary screen, biochemical, Enterococcus faecalis; HMG-CoA reductase (Enterococcus faecalis, mvaE); purified E. faecalis HMGR, NADPH absorbance 340 nm kinetic; inhibition, % at 10 µM; 0.41% of 190,000 active;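 active means inhibition above a set limit, the median over all tested compounds plus 3 SD, cut at about 9.5% in these data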;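 further: enzyme runs in reverse so mevalonate oxidation gives rising NADPH absorbance; 0% = complete reaction with DMSO and 100% = background rate lacking mevalonate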
PMI act hi M6P: human PMI activators, high substrate, primary screen, biochemical, fluorescence intensity, near-saturating mannose 6-phosphate; 0.34% of 190,000 active; Mannose-6-phosphate isomerase (Homo sapiens), P34949; AID 1216, 2008; activation factor at 20 µM; coupled PMI enzyme assay, resazurin fluorescence, 20 min; stronger effect = higher value; 1 = untreated enzyme, 0 = substrate-free blank;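 active means activation factor of 2 or more at 20 µM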
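Test system: human phosphomannose isomerase with PGI, G6PDH, diaphorase coupling enzymes / Doses: 20 µM compound, 1% DMSO / Times: enzyme reaction with compound 20 min at room temperature / Measured by: Diaphorase-driven resazurin-to-resorufin fluorescence, excitation 544, emission 590 nm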
TNAP act hiacc: TNAP activators at high phosphate acceptor level, primary screen, biochemical, luminescence, uHTS | Alkaline phosphatase, tissue-nonspecific isozyme (Homo sapiens), P05186 | purified TNAP, CDP-star luminescence, 1 M DEA, 30 min; stronger effect = higher value; 0 = EDTA background, 1 = DMSO-only activity | activation factor at 20 µM | 200,000 tested, under 10 active | AID 1136, 2008;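 active means activation factor at least 2 at 20 µM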
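Test system – human TNAP · Doses – 20 µM single point · Incubation – 30 min, room temperature · Signal – luminescent substrate turnover signal · Read-out basis – activation factor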
The depositor's hits bear a star; . = not tested or not shown.

SMILES	TNAP inh noacc	Diaphorase act	G6PDH counter	Diaph inh CS	FLuc act counter	TNAP inh hiacc	PMI activator	Efa HMGR inh	PMI act hi M6P	TNAP act hiacc
CNC(=O)N(O)C1N(C)C(=O)N(Cc2ccccc2)C1(C)C (stereo not drawn)	-6	0.9	0	7	1	4	1	.	1	1
O=C1c2ccccc2-c2ccc(C(=O)N3CCCCC3)cc21	-3	1	14	0	0.9	-3	1	-5	0.9	1
COc1ccc(CC(=O)NCc2nnc(SCC(=O)Nc3cccc(F)c3)n2C)cc1	-7	1	4	-1	0.7	-2	1	-3	1.1	1
COC(=O)CCCC[C@@H]1SC[C@@H](NC(=O)OC)[C@@H]1NC(=O)OC	-8	1	0	1	1	-1	1.1	-2	1	1
COc1cccc(C(=O)C2CCCN(Cc3cn(C)nc3-c3ccccc3)C2)c1 (stereo not drawn)	-8	0.7	9	32	1.1	-12	0.9	-3	1	1.1
COCCNCC(=O)Nc1ccc(OC(F)(F)F)cc1	-12	0.9	3	15	1.1	-7	1	6	1.1	1.1
Cc1cc(C)c(S(=O)(=O)Nc2cccc3nsnc23)c(C)c1	3	0.8	12	24	1	6	0.7	-6	0.8	0.9
CCOc1ccc(OCC)c(NC(=O)CSc2nc3ccccc3c(=O)n2C)c1	-5	0.8	7	15	1.1	-4	0.9	0	0.9	1
COCCNC(=O)C1CC(=O)N(c2ccc(OC)cc2)C1c1ccc(OC)cc1 (stereo not drawn)	-8	1	8	-5	1	-2	1.1	0	1	1
N#C/C(=C\c1ccc(/C=C(/C#N)c2nn(CCO)c(N)c2C#N)cc1)c1nn(CCO)c(N)c1C#N	10	0.9	13	9	1.1	5	1	-10	1.1	0.9
COC(=O)c1c(CCl)noc1C(=O)NCC1CCCO1 (stereo not drawn)	-8	1	2	0	1.1	-3	1	-1	0.9	1
CCc1nnc(NC(=O)C2CCCN2C(=O)Nc2ccccc2)s1 (stereo not drawn)	-7	0.8	6	16	1	-2	0.9	-5	0.9	1
CC(/C=N/NC(=O)CCn1nnc2ccccc21)=C\c1ccccc1	-11	0.8	-39	24	1	1	0.8	3	0.8	1
O=C(Cc1ccccc1)Nn1c(-c2ccccc2)nc2ccccc2c1=O	-9	0.8	-2	23	1.1	-5	0.9	-6	0.9	1.1
CCN1CCN(C(=S)c2ccc(O)cc2)CC1	-8	1.1	-3	-8	1.1	-3	1	-9	1	1
O=C(CCc1nc2ccccc2[nH]1)N1CCN(C(=O)c2ccco2)CC1	-11	1	16	3	1.1	-3	1	-5	0.9	1
Cc1cc(C)n(-c2ccc(C(=O)Nc3cc(S(=O)(=O)N(C)C)ccc3Cl)cc2)n1	1	0.8	-44	21	1	0	1.1	0	1.2	1
COC(=O)c1cn(C(=O)c2ccccc2F)nc1N	-5	1	-1	3	1	1	0.9	0	0.9	1
CCCc1ccc(Oc2cc(Cl)nc(N)n2)cc1	-16	0.9	-3	10	1	2	0.9	-3	1	1
CCc1nnc(NC(=O)CSc2nc3cccnc3n2C2CCCCC2)s1	-1	0.6	7	36	1	0	0.8	-1	0.9	1
COc1ccc(/C(O)=C2/C(=O)C(=O)N(CCN(C)C)C2c2ccc(F)cc2)cc1Cl (stereo not drawn)	-3	0.9	4	13	1	-4	1	-3	1	1
CC(=O)c1sc(-c2cccc(Cl)c2)nc1C	-5	0.9	-3	5	1	-3	1	-2	1	1
Cc1nc(SCC(=O)Nc2c(C)nn(C)c2C)c2cnn(-c3ccccc3)c2n1	-13	0.9	7	6	1.1	-2	1	0	1	1
CC(=O)c1ccc(N=c2scc(C)n2C(C)C)cc1	-16	0.9	2	6	1.1	-5	1	-6	1	1.1
CCCSc1nnc2nc(C)cc(C)n12	-12	1	7	2	1	-3	1	6	1	1
COc1ccc(-c2csc(N3C(=O)C4C5c6ccccc6C(c6ccccc65)C4C3=O)n2)cc1 (stereo not drawn)	-9	0.8	-9	21	1.1	-4	0.9	-6	0.9	1
CC#CCCC(=O)N1C=Cc2ccccc2C1C#N (stereo not drawn)	-6	0.9	2	14	1.1	-1	0.9	4	0.8	1
COc1ccc(S(=O)(=O)Cc2ccc(C(=O)N3CCc4ccccc4C3)o2)cc1	-14	0.8	7	16	1	-2	0.9	1	0.9	1
Cc1ccccc1NC(=S)N1CCC(C(=O)c2ccc(F)cc2)CC1	-23	0.9	7	15	1	0	0.8	-5	0.8	1
COc1cccc(C2C3CN(C)CC=C3C(C#N)=C(N)C2(C#N)C#N)c1OC (stereo not drawn)	-23	0.9	-13	13	1.1	5	0.8	-7	0.9	0.9
O=C(CSc1ncn(-c2ccccc2)n1)c1cccs1	-9	0.8	15	17	0.9	-3	0.8	2	0.9	1
O=C(Nc1cccc(Cl)c1N1CCOCC1)c1ccc2c(c1)OCCO2	-14	1	6	0	1	-5	1	1	0.9	1.1
CCCCC(O)(CCCC)C(=O)NN(C(=O)OC)c1ccccc1	-6	0.9	5	10	1.1	-1	1.1	-3	1.1	1
CC(NC(=O)/C=C/c1ccc(Br)cc1)c1ccc(Cl)cc1 (stereo not drawn)	-6	0.9	-5	11	1.1	-1	1.1	4	1	1
Nc1nonc1C(=O)N/N=C/c1ccc(-c2ccc(Cl)c(C(=O)O)c2)o1	2	1	-1	-1	0.9	5	1.4	-3	1.2	1
O=C(c1ccco1)N(CCC(c1ccccc1)c1ccco1)Cc1ccc(F)cc1 (stereo not drawn)	-2	0.8	3	18	1	-2	0.8	.	0.9	1
Cc1ccc(Cn2ccc(NC(=O)CCSc3nc(-c4ccco4)cc(C(F)(F)F)n3)n2)cc1	-5	0.8	-1	18	1	1	0.9	2	1	1
Cn1c(O)c(C(C#N)=C2N=c3ccccc3=N2)c2ccccc21	15	0.9	8	7	0.9	14	0.9	6	1	0.9
Cc1ccc(S(=O)(=O)NCCC(=O)OCC(=O)Nc2cccc(S(=O)(=O)NC3=NCCCCC3)c2)cc1	-8	0.9	9	14	1	-4	0.9	-1	1	1
COCCn1c(=NC(=O)c2ccc(S(=O)(=O)N3CCCc4ccccc43)cc2)sc2cc(S(C)(=O)=O)ccc21	3	0.9	-8	10	1	6	1	0	1.1	0.9
CN1CCN(Cc2nc3ccccc3c(=O)n2Cc2nc(-c3ccccc3F)cs2)CC1	-15	0.7	-2	29	1.1	-3	0.9	-5	0.9	1
Cn1nc([N+](=O)[O-])nc1Oc1ccc2ccccc2c1	-8	0.9	-4	7	1	1	1	-3	1	1
Cn1cnnc1SCC(=O)Nc1cc(S(=O)(=O)N2CCCCCC2)ccc1Cl	-15	0.8	12	20	1.1	-4	0.9	-2	0.9	1
CC(C)CCNC(=O)C1C2C=CC3(CN(Cc4ccccc4Cl)C(=O)C13)O2 (stereo not drawn)	-16	0.9	-14	11	1	3	0.9	-2	0.9	1
COC(CN1C(=O)C(=O)/C(=C(/O)c2ccccc2)C1c1ccccn1)OC (stereo not drawn)	-10	0.9	2	13	1	-6	1	-3	1	1.1
CCCCn1c(SCC(=O)c2ccc(O)c(O)c2)nc2ccsc2c1=O	96*	0.6	-27	44	1	19	0.6	-8	1	0.8
Cc1ccc(NC(=O)CS(=O)(=O)c2c[nH]c3ccccc23)c(C)c1	-4	0.9	7	7	1.1	-5	1.1	-7	1	1.1
COc1ccc(NC(=O)C(C)N2C(=O)c3ccccc3C2=O)cc1S(=O)(=O)N1CCOCC1 (stereo not drawn)	-4	0.9	8	12	1	4	1	-2	1.1	1
CC(NC(=O)COc1ccc(Br)cc1)C(=O)O (stereo not drawn)	-10	0.9	13	13	1	-6	0.9	-1	0.9	1.1
Cc1ccc(NC(=O)CNC(=O)c2ccccc2F)cc1Cl	-3	1	-15	-2	1	1	1	-4	1	1
Nc1nc(F)nc2c1ncn2[C@@H]1O[C@H](CO)[C@@H](O)[C@@H]1O	-8	0.9	19	11	1	-3	0.9	6	0.9	1
O=C(CSc1nncs1)N1c2ccccc2Sc2ccccc21	-9	0.9	-5	11	1	-1	1	-4	1	1
COc1ccc(OC)c(S(=O)(=O)N2CCCc3ccccc32)c1	-1	0.8	1	15	1.1	-6	1	0	1	1.1
O=[N+]([O-])c1cccc(/C=N/Nc2nc(N3CCOCC3)nc(N3CCOCC3)n2)c1	-11	1	-4	4	1	-1	1	-5	1	1
OCCNCCCCOc1ccc(OCc2ccccc2)cc1	-4	0.9	4	13	0.9	-5	1	3	1	1.1
CC(C)(C#CCN1CCCCC1)OCCOC(c1ccccc1)c1ccccc1	-14	1	16	-2	1	-4	1.1	3	1.2	1
CC(C)CN(CC(C)C)C(=O)COc1ccccc1C(N)=O	-4	0.9	9	5	1	-1	1	-3	0.9	1
O=C(NC1CCCC1)c1ccc(CS(=O)(=O)c2ccc(Br)cc2)o1	-5	1	14	4	1.1	-9	1.1	-4	1.1	1.1

A second format for 2 compounds above:
| smiles | TNAP inh noacc | Diaphorase act | G6PDH counter | Diaph inh CS | FLuc act counter | TNAP inh hiacc | PMI activator | Efa HMGR inh | PMI act hi M6P | TNAP act hiacc |
| --- | --- | --- | --- | --- | --- | --- | --- | --- | --- | --- |
| CC(C)(C#CCN1CCCCC1)OCCOC(c1ccccc1)c1ccccc1 | -14 | 1 | 16 | -2 | 1 | -4 | 1.1 | 3 | 1.2 | 1 |
| Nc1nc(F)nc2c1ncn2[C@@H]1O[C@H](CO)[C@@H](O)[C@@H]1O | -8 | 0.9 | 19 | 11 | 1 | -3 | 0.9 | 6 | 0.9 | 1 |

An unsorted share of the library; any-hit rate near 1.7%.
